PAFAH1B2 inh: blocks human PAF acetylhydrolase 1b catalytic subunit 2; recombinant PAFAH1B2, FP-rhodamine activity probe, fluorescence polarization; inhibition, % at 3.39 µM; hit rate 1.2% among 340,000;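 active = inhibition above the mean of all tested compounds plus 3 SD, cut at about 24% in these data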;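 note: 0% = enzyme with DMSO and 100% = wells lacking PAFAH1B2; many of its hits are not listed in these tables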
PAFAH1B3 FP inh: inhibitors of human PAFAH1B3; inhibition, % at 3.39 µM; hit rate 0.28% among 340,000; recombinant PAFAH1B3, FP-rhodamine probe, fluorescence polarization;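 active = inhibition above the screen-wide average of all tested compounds plus 3 SD, cut at about 25% in these data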;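 note: 0% = enzyme with DMSO only and 100% = wells lacking PAFAH1B3 protein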
pPAFAH inh: inhibitors of human plasma PAF acetylhydrolase (pPAFAH). Q13093. recombinant pPAFAH, FP-rhodamine probe fluorescence polarization. inhibition, % at 3.39 µM. hit rate 1.5% among 330,000. AID 463082;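 active = inhibition above the mean inhibition across the screen plus 3 SD, cut at about 25% in these data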;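 note: inhibitors block binding of the rhodamine activity-based probe so polarization drops; 0% = enzyme with DMSO and 100% = wells lacking pPAFAH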
Target sequence (Q13093 whole entry, looked up): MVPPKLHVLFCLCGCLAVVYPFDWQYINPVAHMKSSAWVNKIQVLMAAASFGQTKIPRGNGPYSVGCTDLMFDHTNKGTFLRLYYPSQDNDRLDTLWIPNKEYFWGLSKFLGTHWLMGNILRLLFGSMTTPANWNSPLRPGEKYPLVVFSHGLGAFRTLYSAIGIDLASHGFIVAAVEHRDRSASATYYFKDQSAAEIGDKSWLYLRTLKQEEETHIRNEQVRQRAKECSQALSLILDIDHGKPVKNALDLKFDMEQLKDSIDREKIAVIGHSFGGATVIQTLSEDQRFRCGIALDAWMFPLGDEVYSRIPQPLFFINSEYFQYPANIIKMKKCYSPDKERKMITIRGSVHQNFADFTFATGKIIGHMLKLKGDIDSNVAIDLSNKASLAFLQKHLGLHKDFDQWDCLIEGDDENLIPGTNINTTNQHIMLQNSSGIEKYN
PAD4 inh: blocks human protein arginine deiminase 4. recombinant PAD4, RCA probe fluorescence polarization. inhibition, % at 6.36 µM. hit rate 0.41% among 330,000;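 active = percent inhibition above a cutoff equal to the mean of all tested compounds plus 3 SD, cut at about 15% in these data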;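 note: 0% = PAD4 with RCA probe and DMSO and 100% = probe without PAD4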
PAFAH2 FP inh: inhibitors of human PAFAH2; recombinant PAFAH2, FP-rhodamine activity probe, fluorescence polarization; inhibition, % at 3.39 µM; hit rate 0.99% among 340,000; Q99487;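 active = inhibition above the mean over all tested compounds plus 3 SD, cut at about 30% in these data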;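 note: inhibitors block probe labeling of enzyme so polarization drops; 0% = enzyme with DMSO and 100% = wells lacking PAFAH2 protein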
LYPLA2 counter: counter-screen for PME1 inhibitors: inhibitors of human LYPLA2; O95372; recombinant LYPLA2, FP-Rh probe fluorescence polarization; inhibition, % at 5.9 µM; hit rate 0.38% among 320,000;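 active = inhibition above the screen-wide mean plus 3 SD, limit set per campaign, cut at about 26% in these data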;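 note: 0% = LYPLA2 with DMSO and 100% = wells lacking LYPLA2 enzyme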
PREPL inh: human PREPL enzyme inhibition | Q4J6C6 | recombinant PREPL, fluorescence polarization activity-based probe | inhibition, % at 5.96 µM | hit rate 0.68% among 320,000 | AID 2751; in the data active = inhibition above about 43%;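 note: 0% = enzyme with DMSO and 100% = wells lacking enzyme; many of its hits are not listed in these tables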
GSTO1 inh: blocks human GSTO1 in RBBP9 counter-screen; P78417; recombinant GSTO1, activity-based probe fluorescence polarization; inhibition, % at 5.96 µM; hit rate 1.1% among 300,000;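 active = inhibition above the campaign mean inhibition plus 3 SD, cut at about 35% in these data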;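 note: 0% = GSTO1-1 with DMSO and 100% = wells lacking GSTO1-1 enzyme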
Target sequence (P78417 whole entry, looked up): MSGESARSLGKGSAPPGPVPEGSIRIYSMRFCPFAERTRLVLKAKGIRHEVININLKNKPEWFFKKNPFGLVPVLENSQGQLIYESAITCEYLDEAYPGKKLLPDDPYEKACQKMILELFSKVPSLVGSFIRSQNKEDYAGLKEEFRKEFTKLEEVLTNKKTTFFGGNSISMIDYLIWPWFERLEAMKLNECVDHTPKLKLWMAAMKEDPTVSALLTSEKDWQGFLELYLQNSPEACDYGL
LYPLA1 counter: LYPLA1 (human) inhibition in PME1 counter-screen; inhibition, % at 5.9 µM; recombinant LYPLA1, FP-Rh probe fluorescence polarization; hit rate 0.16% among 320,000; O75608;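 active = inhibition above the mean of all tested compounds plus 3 SD, set per campaign, cut at about 14% in these data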;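 note: inhibitors block serine hydrolase probe labeling of LYPLA1 so polarization falls; 0% = enzyme with DMSO and 100% = wells lacking LYPLA1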
Target sequence (O75608 whole entry, looked up): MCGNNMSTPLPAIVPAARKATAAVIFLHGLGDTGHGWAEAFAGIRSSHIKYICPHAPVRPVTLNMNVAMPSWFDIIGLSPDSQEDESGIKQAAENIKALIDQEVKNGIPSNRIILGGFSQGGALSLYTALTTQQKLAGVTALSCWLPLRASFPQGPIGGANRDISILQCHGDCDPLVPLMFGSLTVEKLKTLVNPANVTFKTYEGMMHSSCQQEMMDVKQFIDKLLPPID
The depositor's hits bear a star; nt = not tested or not shown. This is a subset; rates above refer to the full screens.

A first look (two entries):
SMILES | PAFAH1B2 inh | PAFAH1B3 FP inh | pPAFAH inh | PAD4 inh | PAFAH2 FP inh | LYPLA2 counter | PREPL inh | GSTO1 inh | LYPLA1 counter
O=C(/C=C/C=C/c1ccccc1)CC1(O)C(=O)N(CCc2ccccc2)c2ccccc21 (centres undefined) | 4 | 3 | 8 | 1 | 3 | -8 | -30 | -8 | -9
COc1ccc(N(C(=O)c2ccco2)C(C(=O)NC2CCCC2)c2cccnc2)c(OC)c1 (centres undefined) | -4 | 4 | -1 | -7 | 2 | -2 | 24 | 12 | -1

All compounds of this part, previewed entries included:
SMILES | PAFAH1B2 inh | PAFAH1B3 FP inh | pPAFAH inh | PAD4 inh | PAFAH2 FP inh | LYPLA2 counter | PREPL inh | GSTO1 inh | LYPLA1 counter
O=C(/C=C/C=C/c1ccccc1)CC1(O)C(=O)N(CCc2ccccc2)c2ccccc21 (centres undefined) | 4 | 3 | 8 | 1 | 3 | -8 | -30 | -8 | -9
COc1ccc(N(C(=O)c2ccco2)C(C(=O)NC2CCCC2)c2cccnc2)c(OC)c1 (centres undefined) | -4 | 4 | -1 | -7 | 2 | -2 | 24 | 12 | -1
COc1ccccc1C1C(C#N)=C(N)Oc2c1c(-c1ccccc1)nn2-c1ccccc1 (centres undefined) | 12 | 6 | 13 | 33* | -2 | 10 | 25 | 59* | -7
COc1cc(OC)c(S(=O)(=O)Nc2ccc(C(=O)O)cc2)cc1S(=O)(=O)Nc1ccc(C(=O)O)cc1 | 0 | 3 | 5 | 1 | -10 | 1 | -5 | 3 | -2
CC(NC(=O)c1ccccc1)C(=O)N/N=C/c1ccccc1 (centres undefined) | 6 | 16 | -1 | -5 | 0 | 3 | 16 | 5 | -4
CCN(CC)c1ccc(NC(=O)CN2CCN(CC(=O)Nc3ccc(OC)cc3)CC2)cc1 | 5 | 11 | 5 | -5 | 1 | -7 | 8 | 12 | -2
C#CCOCCOCCOCCNc1nc(N2CCN(C(=O)C([C@@H](C)CC)n3cc(C(N)COC(=O)C(F)(F)F)nn3)CC2)nc(N2CCN(C(=O)[C@H](Cc3ccc(O)cc3)n3cc(C(N)[C@H](C)CC)nn3)CC2)n1 (some centres undefined) | nt | nt | 7 | -3 | nt | 0 | 12 | 8 | -2
Fc1ccc(NC(=S)N2CCN(c3cccc(C(F)(F)F)c3)CC2)cc1 | 2 | 8 | 5 | -2 | -3 | 15 | -3 | 6 | 4
COc1ccc(CCNC(=O)C(=O)NCC2CCCN2S(=O)(=O)c2cccs2)cc1OC (centres undefined) | 2 | 10 | 5 | -2 | 3 | 6 | 1 | 6 | 1
O=C(Cn1nc(-c2ccccc2)c2ccccc2c1=O)Nc1ccc(O)cc1 | 3 | 0 | -3 | -2 | 0 | -10 | 8 | -19 | -2
CCN(CC)c1ccc(/C=N/NC(=S)NCc2ccccc2)c(O)c1 | 6 | 8 | 9 | -11 | 11 | 3 | 17 | 0 | -3
COc1ccc(C(=O)NCCN2CCOCC2)cc1OC | -2 | 9 | -3 | 1 | -4 | 2 | 4 | -2 | 1

Looked up above:
`Fc1ccc(NC(=S)N2CCN(c3cccc(C(F)(F)F)c3)CC2)cc1` in LYPLA1 counter: 4
`COc1ccc(C(=O)NCCN2CCOCC2)cc1OC` in GSTO1 inh: -2
`COc1cc(OC)c(S(=O)(=O)Nc2ccc(C(=O)O)cc2)cc1S(=O)(=O)Nc1ccc(C(=O)O)cc1` in LYPLA1 counter: -2

Four entries drawn at random from those above:
SMILES | PAFAH1B2 inh | PAFAH1B3 FP inh | pPAFAH inh | PAD4 inh | PAFAH2 FP inh | LYPLA2 counter | PREPL inh | GSTO1 inh | LYPLA1 counter
CCN(CC)c1ccc(NC(=O)CN2CCN(CC(=O)Nc3ccc(OC)cc3)CC2)cc1 | 5 | 11 | 5 | -5 | 1 | -7 | 8 | 12 | -2
CCN(CC)c1ccc(/C=N/NC(=S)NCc2ccccc2)c(O)c1 | 6 | 8 | 9 | -11 | 11 | 3 | 17 | 0 | -3
C#CCOCCOCCOCCNc1nc(N2CCN(C(=O)C([C@@H](C)CC)n3cc(C(N)COC(=O)C(F)(F)F)nn3)CC2)nc(N2CCN(C(=O)[C@H](Cc3ccc(O)cc3)n3cc(C(N)[C@H](C)CC)nn3)CC2)n1 (some centres undefined) | nt | nt | 7 | -3 | nt | 0 | 12 | 8 | -2
COc1ccccc1C1C(C#N)=C(N)Oc2c1c(-c1ccccc1)nn2-c1ccccc1 (centres undefined) | 12 | 6 | 13 | 33* | -2 | 10 | 25 | 59* | -7

(list continues)
SMILES | PAFAH1B2 inh | PAFAH1B3 FP inh | pPAFAH inh | PAD4 inh | PAFAH2 FP inh | LYPLA2 counter | PREPL inh | GSTO1 inh | LYPLA1 counter
CC1CCN(C(=O)c2cc3ccccc3c(=O)o2)CC1 | 3 | -4 | -2 | 2 | -2 | 0 | 0 | -3 | 1
O=C(Nc1ccccc1)N(Cc1ccccc1)C1=NCCS1 | 0 | -1 | 0 | -1 | 2 | -1 | -2 | 1 | 0
COc1ccccc1CN1CC(C(=O)NCCSc2nnnn2C)CCC1=O (centres undefined) | 3 | 0 | 1 | 0 | 7 | 3 | 0 | -1 | -1
CN(C)c1ccc(C(CNS(=O)(=O)c2ccc([N+](=O)[O-])cc2)N2CCCC2)cc1 (centres undefined) | 3 | 2 | 6 | -6 | -6 | -1 | 9 | -3 | -2
O=C(Nc1cccc(F)c1)N1CCCC(CNS(=O)(=O)Cc2ccccc2)C1 (centres undefined) | 7 | 7 | 3 | -7 | 5 | -3 | 4 | -4 | -1
Cc1ccccc1-c1nc(CS(=O)CC(=O)NC2CC2)c(C)o1 (centres undefined) | -2 | 9 | 4 | 0 | -2 | 4 | -2 | 3 | 4
Cc1cccc(NC(=O)Nc2ccc(Cl)cc2)n1 | 9 | 14 | 1 | -8 | 2 | 6 | -2 | 4 | 2
C#CCOCCOCCOCCNc1nc(N2CCN(C(=O)C(Cc3ccc(O)cc3)n3cc(C(N)C(C)CC)nn3)CC2)nc(N2CCN(C(=O)C(Cc3ccc(O)cc3)n3cc(C(N)C(C)CC)nn3)CC2)n1 (centres undefined) | 5 | 12 | 4 | 2 | 5 | 2 | 21 | 7 | -1
Cc1nc(N2CCN(Cc3ccc4c(c3)OCO4)CC2)c2cc(-c3ccccc3)sc2n1 | -3 | -3 | 2 | 1 | -3 | 2 | -110 | 4 | 2
O=C(CSc1nnc2sc3ccccc3n12)NCc1ccc2c(c1)OCO2 | 3 | 10 | 0 | 2 | -5 | 8 | -1 | 8 | 4
Cc1nnc(SCC(=O)Nc2ccc(Cl)cn2)n1Cc1ccccc1 | 2 | 7 | 1 | 3 | -3 | 0 | -10 | 1 | -1
CCOC(=O)CCc1nn(C)c(=O)c2ccccc12 | 3 | 1 | -3 | -9 | 1 | 0 | -4 | -4 | -1
O=C(c1ccc(Cn2c(=S)[nH]c3ccc(N4CCOCC4)cc3c2=O)cc1)N1CCN(c2ccc(F)cc2)CC1 | 2 | 4 | 13 | 5 | -10 | 20 | 63* | 3 | 1
CC(C)(C)NC(=O)CSc1nc(Cc2ccccc2)nc2ccccc12 | 8 | 8 | 0 | 0 | -3 | -6 | -12 | -12 | -3
CC1CCc2nc3ccc(S(=O)(=O)N4CCC(C(=O)N5CCCCC5)CC4)cc3c(C(=O)O)c2C1 (centres undefined) | 2 | 2 | 6 | -3 | 0 | 5 | 5 | 4 | 3
Cc1ccc(S(=O)(=O)Nc2cc3c(C(=O)Nc4ccccc4)c(C)oc3c3ccccc23)cc1 | -3 | 5 | -3 | -4 | -48 | -30 | 2 | 12 | -29
CS(=O)(=O)N1CCN(c2ccccc2NC(=O)c2ccc(Cl)cc2)CC1 | 2 | 0 | 1 | -1 | -3 | -2 | 10 | 0 | 3
CC(=O)c1sc(N/N=C\c2ccc(C)cc2)nc1C | 4 | 3 | 1 | -1 | 3 | 7 | 19 | 1 | -2
CCNC(=O)CC1C(=O)N(c2ccc(OC)cc2)C(=O)N1CCOC (centres undefined) | 6 | 0 | -3 | -4 | 5 | -2 | 5 | 3 | 1
O=C(NNC(=O)c1ccc([N+](=O)[O-])cc1C(=O)O)c1ccncc1 | 8 | 5 | -2 | -2 | 5 | -8 | 9 | 6 | -2
O=C(CCNC(=O)Cn1cnc2ccccc2c1=O)NCCC1=CCCCC1 | 3 | 2 | -2 | -3 | -2 | -3 | -2 | 0 | 1
COc1cccc(/C=N/n2c(N)c(S(=O)(=O)c3cccs3)c3nc4ccccc4nc32)c1OC | -4 | -3 | 3 | -3 | -14 | 5 | -6 | -3 | 2
CN(CC(=O)Nc1ccccc1Br)C(=O)CCc1ccccc1 | -2 | 1 | 0 | -2 | -5 | -2 | -7 | 7 | 1
Cc1cc(OCC[N+]2(C)CCCCC2)nc2ccccc12 | 2 | 2 | 3 | -4 | -1 | 6 | 12 | 2 | 2
C=CCSc1nnc(NC(=O)COc2ccccc2)s1 | 9 | 2 | 4 | -2 | 9 | -3 | 1 | -9 | -1
C[C@@H](NC(=O)c1ncn(Cc2ccccc2)c1C(=O)N[C@H](C)c1ccccc1)c1ccccc1 | 3 | 13 | -3 | -2 | -3 | -7 | 6 | nt | 3
O=C(/C=C/c1cccc([N+](=O)[O-])c1)Nc1cc(C(=O)O)cc(C(=O)O)c1 | 3 | 14 | 3 | -3 | 5 | 1 | -3 | -3 | 1
CC(=O)NC1=NN(C(C)=O)C(c2ccccn2)S1 (centres undefined) | -2 | 3 | 0 | -3 | 3 | 3 | -4 | 0 | 1
COc1cc(C(=O)OCC(=O)N2CCCC2)cc(OC)c1OC | 1 | 5 | -1 | -1 | -1 | -2 | 0 | 3 | 0
CC(CCc1ccco1)NC(=O)CSc1cc(=O)n(C)c2ccccc12 (centres undefined) | 7 | 11 | -7 | 2 | 5 | 2 | 7 | 1 | 0
Cc1ccc2[nH]c(-c3ccccc3)c(CN3CCCC3)c(=O)c2c1 | -1 | 13 | 0 | -1 | 3 | 5 | 7 | -3 | 1
Cc1ccc(F)cc1NC(=O)CN1CCN(Cc2ccccc2)CC1 | 4 | 6 | 6 | 0 | -7 | 5 | 0 | -1 | 0
CC(Sc1nnc(-c2cccs2)n1Cc1ccccc1)C(=O)NCc1ccc2c(c1)OCO2 (centres undefined) | 3 | 2 | 4 | -4 | 3 | 8 | -10 | 4 | 2
COc1ccc(-c2c(C)nn3c(N)c(C#N)cnc23)cc1OC | 3 | 2 | 6 | 0 | -4 | 0 | -1 | -1 | 0
Cc1ccc(S(=O)(=O)Cc2csc(N)n2)cc1 | 8 | 3 | 1 | -4 | -9 | -7 | -7 | 4 | 1
CSc1nc2ccccc2cc1/C=C(\C#N)c1cccc(Cl)c1 | 0 | 3 | -3 | 0 | -3 | -1 | 3 | 4 | -1
O=C(CCCC(=O)NNC(=O)Nc1ccccc1)NNC(=O)Nc1ccccc1 | nt | nt | -5 | -4 | nt | -1 | 17 | 3 | -1
CCOC(=O)c1sc(NC(=S)NC(=O)C2CCCC2)cc1C | 2 | 0 | 7 | -4 | -6 | 8 | -4 | 6 | -2
